ATXN viability: reduces viability in counter-screen for ATXN expression inhibitors; S2 cells (HEK-293 line with an ATXN2-luciferase reporter) viability, CellTiter-Fluor protease fluorescence, 24 h; Potency, µM (doses to about 56.7 µM), most hits filed as cytotoxic; actives 0.49% (n = 400,000); also: potency is read from the fitted curve at half-maximal effect; nearly all actives have a fitted effect of over 40% in size
HepG2 tox: HepG2 cytotoxicity, counter-screen for TGF-b inhibitors | HepG2 CAGA-GFP viability, ATP luminescence, 18 h | Potency, µM (highest dose often 46.1 µM), for the others: top-dose activity change, negative = cytotoxicity, hits mostly cytotoxic | actives 0.76% (n = 410,000) | AID 588856; also: potency is read from the fitted curve at half-maximal effect; some results filed as inactive show a strong effect at the top dose
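CellTiter-Glo luminescence gave cytotoxicity after 18 hours at 37 degrees C. The cells were HepG2 CAGA-GFP in 1% FBS DMEM, stimulated with 500 pg/mL TGF-beta after compound addition. %Activity was normalised to no-cell wells (complete cell-killing) and DMSO (no toxicity), and curves were fitted and classified.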
Nrf2 activator: activators of Nrf2 (ARE) signaling; AREc32 ARE-luciferase reporter (MCF7-derived line), luminescence, 24 h; Potency, µM (titrated, usually from 46.1 µM), for inactives: at the highest dose activation, hits mostly activators; actives 0.31% (n = 410,000); also: potency is read from the fitted curve at half-maximal effect; % of control where 0% means no effect; nearly all actives have a fitted effect of over 65% in size
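ARE-driven firefly luciferase activity in AREc32 cells measured after a 24 hr compound exposure at 37 deg C, using Steady-Glo reagent and a 30 min room-temperature hold.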
EPAC2 ag: EPAC2 (human) agonism | EPAC2 activation, biochemical qHTS; response scale: 100% = 6.5 mM cAMP response | Potency, µM (doses to about 154 µM), inactives show at the top dose activation, hits mostly activators | actives 0.079% (n = 360,000) | AID 720711; also: potency is read from the fitted curve at half-maximal effect; nearly all actives have a fitted effect of over 50% in size
Target sequence (Q8WZA2 whole entry, looked up): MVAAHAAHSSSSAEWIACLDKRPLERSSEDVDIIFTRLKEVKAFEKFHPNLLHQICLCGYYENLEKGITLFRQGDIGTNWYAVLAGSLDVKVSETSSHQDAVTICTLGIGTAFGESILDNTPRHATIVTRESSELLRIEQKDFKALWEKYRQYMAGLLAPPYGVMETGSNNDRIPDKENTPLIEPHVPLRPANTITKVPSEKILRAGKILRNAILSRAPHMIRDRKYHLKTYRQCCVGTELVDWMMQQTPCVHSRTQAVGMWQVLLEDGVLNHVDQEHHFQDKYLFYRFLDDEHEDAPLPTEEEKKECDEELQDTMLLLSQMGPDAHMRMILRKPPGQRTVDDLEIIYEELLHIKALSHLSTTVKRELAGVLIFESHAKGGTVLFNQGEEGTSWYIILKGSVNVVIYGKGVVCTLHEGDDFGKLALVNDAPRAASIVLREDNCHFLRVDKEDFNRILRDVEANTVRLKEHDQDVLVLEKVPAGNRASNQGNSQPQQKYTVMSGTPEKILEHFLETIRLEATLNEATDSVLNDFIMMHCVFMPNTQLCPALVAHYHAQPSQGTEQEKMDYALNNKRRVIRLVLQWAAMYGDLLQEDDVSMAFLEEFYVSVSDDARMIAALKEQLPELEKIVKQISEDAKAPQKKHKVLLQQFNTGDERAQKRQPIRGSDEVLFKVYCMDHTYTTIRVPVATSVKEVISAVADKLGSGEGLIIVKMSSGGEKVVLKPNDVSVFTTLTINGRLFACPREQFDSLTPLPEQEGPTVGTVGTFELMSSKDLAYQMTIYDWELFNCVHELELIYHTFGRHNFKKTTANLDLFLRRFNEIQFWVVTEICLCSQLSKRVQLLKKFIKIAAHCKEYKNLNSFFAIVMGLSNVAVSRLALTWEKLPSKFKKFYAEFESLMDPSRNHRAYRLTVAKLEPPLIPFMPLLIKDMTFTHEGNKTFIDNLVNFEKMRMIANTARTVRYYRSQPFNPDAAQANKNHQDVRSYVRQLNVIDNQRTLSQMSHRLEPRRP
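In this primary screen, activation is scored as increased exchange of BODIPY-GDP from Rap1B by 100 nM EPAC2, with 50 uM GDP as competitor. Signal is normalized to the 6.5 mM cAMP agonist control.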
IL2 activator: activators of IL-2 | IL-2 activation reporter assay, cell-based qHTS; stimulated with anti-CD3/CD4/CD28 beads; in transgenic mouse T cells | activation, % (series mostly up to about 46 µM) | actives 0.065% (n = 360,000) | AID 652025; in the data active = activation above about 50%; inconclusive = mostly about 30% to 49%; also: 0% is about no effect
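First, unstimulated transgenic mouse T cells were exposed to compound for 60 min. Next, anti-CD3/anti-CD4-coated beads with anti-CD28 were added. Finally, after 18 h at 37 degrees C, EGFP and DsRed were imaged.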
Nrf2 inh: blocks Nrf2 signaling | A549 ARE-Fluc reporter, luciferase luminescence, 18-24 h | Potency, µM (top dose mostly 46 µM), for inactives: top-dose activity change, negative = inhibition, usual class: inhibitors | actives 2.1% (n = 360,000) | AID 504444; also: potency is read from the fitted curve at half-maximal effect; % is scaled to controls: 0 for no effect and ±100 for the full control effect; nearly all actives have a fitted effect of over 60% in size
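In this cell-based qHTS, ARE-driven firefly luciferase in A549 cells reports Nrf2 activity; the luminescent signal after BugLite lysis is the measured value, with a prior CellTiter-Fluor read for cell health.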
ATXN2 expr inh: ATXN2 expression inhibition; Potency, µM (titrated, usually from 57 µM), for the others: top-dose activity change, negative = inhibition, hits mostly inhibitors; actives 0.72% (n = 360,000); HEK-293 ATXN2-luciferase reporter, luminescence, 24 h; AID 1745845; also: potency is read from the fitted curve at half-maximal effect; % is scaled to controls: 0 for no effect and ±100 for the full control effect; nearly all actives have a fitted effect of over 55% in size
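qHTS (up to 57 uM final) was run with 24 h compound exposure of reporter cells at 37 °C. Each well was multiplexed: SteadyGlo luminescence measured ATXN2-luciferase expression after a fluorogenic Gly-Phe-AFC viability readout (25 uM final).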
A549 viability: kills or reduces viability of A549 cells in Nrf2 counter-screen. A549 ARE-Fluc cells, CellTiter-Fluor viability, 18-24 h. Potency, µM (highest dose often 46 µM), for inactives: at the top dose activity change, negative = cytotoxicity, usual class: inhibitors. actives 0.16% (n = 390,000). AID 504648; also: potency is read from the fitted curve at half-maximal effect; % is scaled to controls: 0 for no effect and ±100 for the full control effect
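Cytotoxicity counterscreen: CellTiter-Fluor fluorescence was measured in A549 ARE_Fluc cells after 18-24 h of compound exposure in a concentration series. The subsequent BugLite luminescent read reports ARE-luciferase activity.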
TGFb inhibitor: blocks TGF-b signaling; HepG2 CAGA-GFP TGF-b/SMAD3 reporter, GFP fluorescence, 18 h; TGF-beta stimulated, 500 pg/mL final; Potency, µM (top dose mostly 46.1 µM), without a hit: at the highest dose activity, negative = inhibition, usual class: inhibitors; actives 1.2% (n = 410,000); also: potency is read from the fitted curve at half-maximal effect; % is scaled to controls: 0 for no effect and ±100 for the full control effect; nearly all actives have a fitted effect of over 65% in size
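Inhibition was scored as loss of TGF-beta-induced (500 pg/mL final, 18 hours, 37 degrees C) GFP in HEPG2 cells carrying a CAGA-GFP reporter, in DMEM with 1% FBS. Well GFP was summed per cell; Activity was normalised to unstimulated and stimulated DMSO wells, then concentration-response fitting.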
Numbers without * were called inactive. Unless noted, calls follow the shape of the dose curve; as a rule, active = well fitted curve in the direction sought with a large enough effect; inconclusive = small, poorly fitted or top-dose-only effect, or another doubt; inactive = no such curve, though single readings can be large; an effect the other way counts as inactive or inconclusive.

How did COc1ccc(CCNC(=O)Cn2nnc(-c3ccccc3F)n2)cc1OC do in these assays?
ATXN viability: inactive; HepG2 tox: 5%; Nrf2 activator: -0.8%; EPAC2 ag: 5%; IL2 activator: -2.2; Nrf2 inh: -15%; ATXN2 expr inh: 6%; A549 viability: 6%; TGFb inhibitor: -4%

What do the screens show for `C(=C\c1ccccc1)/CSc1nnc(-c2ccccn2)n1Cc1ccco1`?
ATXN viability: inconclusive; HepG2 tox: -6%; Nrf2 activator: 0.5%; EPAC2 ag: 7%; IL2 activator: 0.1; Nrf2 inh: -15%; ATXN2 expr inh: -19%; A549 viability: inconclusive; TGFb inhibitor: inconclusive

What do the screens show for `O=C1C(NS(=O)(=O)c2ccc(Cl)cc2)=C(N2CCCCC2)C(=O)c2ccccc21`?
ATXN viability: inconclusive; HepG2 tox: -114%; Nrf2 activator: 2.5%; EPAC2 ag: 9%; IL2 activator: 0.0; Nrf2 inh: 0%; ATXN2 expr inh: -19%; A549 viability: -3%; TGFb inhibitor: inconclusive

What do the screens show for `CSc1ccc(NC(=O)NCCCN2CCN(c3ccccc3F)CC2)cc1`?
ATXN viability: inactive; HepG2 tox: -22%; Nrf2 activator: 3.2%; EPAC2 ag: -11%; IL2 activator: -0.7; Nrf2 inh: -12%; ATXN2 expr inh: -20%; A549 viability: 0%; TGFb inhibitor: 2%

What do the screens show for `CC(=O)c1c(NC(=O)C(C)C)nc(C)nc1-c1ccccc1`?
ATXN viability: inactive; HepG2 tox: 0%; Nrf2 activator: -0.8%; EPAC2 ag: 0%; IL2 activator: -1.2; ATXN2 expr inh: 1%; A549 viability: 6%; TGFb inhibitor: inconclusive

Results for COc1ccc(S(=O)(=O)NCc2cccnc2)cc1 ?
ATXN viability: inactive; HepG2 tox: 25%; Nrf2 activator: -0.4%; EPAC2 ag: 13%; IL2 activator: -0.3; Nrf2 inh: -15%; ATXN2 expr inh: -42%; A549 viability: -1%; TGFb inhibitor: 0%

Results for Cc1ccc(Cl)cc1Nc1nc2ccccc2n2c(C)nnc12 ?
ATXN viability: inactive; HepG2 tox: -5%; Nrf2 activator: 18%; Nrf2 inh: 4%; ATXN2 expr inh: 6%; A549 viability: 7%; TGFb inhibitor: -13%

What do the screens show for `COc1ccc(CNC(=O)c2cc(COc3c(F)cccc3F)on2)cc1OC`?
ATXN viability: inactive; HepG2 tox: -6%; Nrf2 activator: 0.3%; EPAC2 ag: 7%; IL2 activator: -4.0; Nrf2 inh: 26µM*; A549 viability: -15%; TGFb inhibitor: -37%

Results for CC1(C(=O)NS(=O)(=O)c2cccc(F)c2)CCN1C(=O)CCc1ccc(Cl)cc1Cl (stereo not given) ?
ATXN viability: inactive; HepG2 tox: 0%; Nrf2 activator: 0.4%; EPAC2 ag: -8%; IL2 activator: -0.6; ATXN2 expr inh: 13%; TGFb inhibitor: 2%

Results for C[C@H]1CN([C@@H](C)CO)C(=O)CCCn2nncc2CO[C@@H]1CN(C)S(=O)(=O)c1ccc(-c2ccccc2)cc1 ?
ATXN viability: inactive; HepG2 tox: -19%; Nrf2 activator: -0.8%; EPAC2 ag: -8%; IL2 activator: -0.6; ATXN2 expr inh: -8%; TGFb inhibitor: 5%

How did CC(=O)N1CCOc2cc(S(=O)(=O)NCc3ccc(C)cc3)c(C)cc21 do in these assays?
HepG2 tox: -5%; Nrf2 activator: 0.3%; Nrf2 inh: 10%; A549 viability: 11%; TGFb inhibitor: -3%

Results for CC(=O)c1c(-c2ccc(Cl)cc2)c2ccccc2[nH]c1=O ?
ATXN viability: inactive; HepG2 tox: -6%; Nrf2 activator: 2.8%; EPAC2 ag: 0%; IL2 activator: -0.4; Nrf2 inh: -7%; ATXN2 expr inh: 16%; A549 viability: -5%; TGFb inhibitor: 11%

How did CC(=O)Oc1ccc2c(=O)c(/C=N/c3cc(=O)[nH]c(=S)[nH]3)coc2c1 do in these assays?
ATXN viability: inactive; HepG2 tox: -25%; Nrf2 activator: -0.7%; EPAC2 ag: -1%; IL2 activator: 0.1; Nrf2 inh: -12%; A549 viability: inconclusive; TGFb inhibitor: -15%

What do the screens show for `Clc1ncnc2scc(-c3ccc(Br)cc3)c12`?
ATXN viability: inactive; HepG2 tox: -2%; Nrf2 activator: inconclusive; EPAC2 ag: 11%; IL2 activator: -4.5; Nrf2 inh: -15%; ATXN2 expr inh: inconclusive; A549 viability: -8%; TGFb inhibitor: 5%

Results for COc1ccccc1OCc1ccc(C(=O)OCC2CCCO2)o1 (stereo not given) ?
ATXN viability: inactive; HepG2 tox: -68%; Nrf2 activator: 0.3%; EPAC2 ag: -1%; IL2 activator: 0.2; Nrf2 inh: 3%; ATXN2 expr inh: 6%; A549 viability: -14%; TGFb inhibitor: -6%

How did Cn1c(N)c(C(=O)COC(=O)/C=C/c2ccccc2F)c(=O)n(C)c1=O do in these assays?
ATXN viability: inactive; HepG2 tox: 1%; Nrf2 activator: 14%; EPAC2 ag: 2%; IL2 activator: -0.2; Nrf2 inh: -16%; ATXN2 expr inh: -2%; A549 viability: -5%; TGFb inhibitor: 0%

What do the screens show for `COC(=O)Cc1ccc(N(Cc2ccccc2F)S(=O)(=O)c2ccc(C)cc2)cc1`?
ATXN viability: inactive; HepG2 tox: -12%; Nrf2 activator: -0.4%; EPAC2 ag: -3%; IL2 activator: -4.2; Nrf2 inh: -28%; ATXN2 expr inh: -22%; A549 viability: 1%; TGFb inhibitor: 7%

Results for CC(C)(C)NC(=O)C(c1ccc(OCC(N)=O)cc1)N(C(=O)c1cccnc1)C1CC1 (stereo not given) ?
ATXN viability: inactive; HepG2 tox: -20%; Nrf2 activator: -0.6%; EPAC2 ag: 4%; IL2 activator: -0.6; Nrf2 inh: -20%; ATXN2 expr inh: 2%; A549 viability: -3%; TGFb inhibitor: 1%

Results for CC1CCC/C(=C\Nc2ccccc2C(=O)O)C1=O (stereo not given) ?
ATXN viability: inactive; HepG2 tox: 2%; Nrf2 activator: 6.1%; EPAC2 ag: 5%; IL2 activator: -3.1; Nrf2 inh: 1%; ATXN2 expr inh: 22%; A549 viability: -4%; TGFb inhibitor: -2%

How did C/C(=N/OCC(=O)Nc1ccc(C)cc1C)c1cccs1 do in these assays?
ATXN viability: inactive; HepG2 tox: 14%; Nrf2 activator: 0.1%; EPAC2 ag: 13%; IL2 activator: -0.8; ATXN2 expr inh: 1%; A549 viability: 8%; TGFb inhibitor: -1%

How did Cc1cccc(NC(=O)c2cc[n+]([O-])cc2)c1C do in these assays?
ATXN viability: inactive; HepG2 tox: -1%; Nrf2 activator: -0.6%; EPAC2 ag: 9%; IL2 activator: -0.7; Nrf2 inh: -4%; ATXN2 expr inh: 21%; A549 viability: 0%; TGFb inhibitor: 5%

What do the screens show for `CCOC(=O)c1c(NC(=O)C(C)S(=O)(=O)c2cn(CC)c3ccccc23)sc2c1CCCC2` (stereo not given)?
ATXN viability: inconclusive; HepG2 tox: -24%; Nrf2 activator: -0.2%; EPAC2 ag: 6%; IL2 activator: -1.2; Nrf2 inh: inconclusive; ATXN2 expr inh: -21%; A549 viability: -12%; TGFb inhibitor: -20%

How did NC(=O)C1CCN(c2ccc(C(F)(F)F)cc2[N+](=O)[O-])CC1 do in these assays?
ATXN viability: inactive; HepG2 tox: -11%; Nrf2 activator: 0.1%; EPAC2 ag: 3%; IL2 activator: -4.2; Nrf2 inh: 3%; ATXN2 expr inh: 18%; A549 viability: 14%; TGFb inhibitor: 4%

Results for CC(=O)Nc1ccc(N=c2cc([N+](=O)[O-])cc(Cl)n2O)cc1 ?
ATXN viability: inactive; HepG2 tox: -50%; Nrf2 activator: 24%; EPAC2 ag: 3%; IL2 activator: -0.4; Nrf2 inh: -2%; ATXN2 expr inh: -27%; A549 viability: 6%; TGFb inhibitor: inconclusive

How did Cc1ccc(CNC(=O)CN(CCc2ccccc2)S(C)(=O)=O)cc1 do in these assays?
ATXN viability: inactive; HepG2 tox: 4%; Nrf2 activator: -0.7%; EPAC2 ag: 8%; IL2 activator: 2.3; Nrf2 inh: -9%; ATXN2 expr inh: -14%; A549 viability: 11%; TGFb inhibitor: -6%

Results for Cc1ccc(Cl)cc1NC(=O)COC(=O)CN1C(=O)C2CCCCC2C1=O (stereo not given) ?
ATXN viability: inactive; HepG2 tox: 7%; Nrf2 activator: -1.5%; EPAC2 ag: -2%; IL2 activator: -0.3; Nrf2 inh: 1%; ATXN2 expr inh: -4%; A549 viability: 2%; TGFb inhibitor: -1%

What do the screens show for `Cc1cc(NC(=O)COC(=O)C2CC(=O)N(c3ccccc3)C2)no1` (stereo not given)?
ATXN viability: inactive; HepG2 tox: -43%; Nrf2 activator: -0.8%; EPAC2 ag: 9%; IL2 activator: -0.3; Nrf2 inh: 10%; ATXN2 expr inh: -6%; A549 viability: 1%; TGFb inhibitor: 14%

Results for CCOC(=O)CSC(=S)NC(=O)c1ccc(OC)cc1 ?
ATXN viability: inactive; HepG2 tox: 29%; Nrf2 activator: -0.3%; EPAC2 ag: 5%; IL2 activator: -1.0; Nrf2 inh: -1%; ATXN2 expr inh: -8%; A549 viability: -5%; TGFb inhibitor: 0%

A section of the results above:
Results for COc1ccc(S(=O)(=O)NCc2cccnc2)cc1 ?
ATXN viability: inactive; HepG2 tox: 25%; Nrf2 activator: -0.4%; EPAC2 ag: 13%; IL2 activator: -0.3; Nrf2 inh: -15%; ATXN2 expr inh: -42%; A549 viability: -1%; TGFb inhibitor: 0%

Results for Cc1ccc(Cl)cc1Nc1nc2ccccc2n2c(C)nnc12 ?
ATXN viability: inactive; HepG2 tox: -5%; Nrf2 activator: 18%; Nrf2 inh: 4%; ATXN2 expr inh: 6%; A549 viability: 7%; TGFb inhibitor: -13%

Source: PubChem
